Screening data (PubChem BioAssay)
DRD3 antagonist: qHTS of D3 Dopamine Receptor Antagonist: qHTS; 360,000 compounds, 2.5% hits; max response, negative = inhibition, %; D(3) dopamine receptor (Homo sapiens), P35462; D3R cells, DiscoveRx beta-arrestin luminescence, antagonist mode; active compounds read low; in the data active = max response below about -50%; inconclusive = no clear call, values can overlap the other calls; also: % is scaled to controls: 0 for no effect and ±100 for the full control effect; mostly tested at two doses, the higher about 12 µM
Target sequence (P35462 whole entry, looked up): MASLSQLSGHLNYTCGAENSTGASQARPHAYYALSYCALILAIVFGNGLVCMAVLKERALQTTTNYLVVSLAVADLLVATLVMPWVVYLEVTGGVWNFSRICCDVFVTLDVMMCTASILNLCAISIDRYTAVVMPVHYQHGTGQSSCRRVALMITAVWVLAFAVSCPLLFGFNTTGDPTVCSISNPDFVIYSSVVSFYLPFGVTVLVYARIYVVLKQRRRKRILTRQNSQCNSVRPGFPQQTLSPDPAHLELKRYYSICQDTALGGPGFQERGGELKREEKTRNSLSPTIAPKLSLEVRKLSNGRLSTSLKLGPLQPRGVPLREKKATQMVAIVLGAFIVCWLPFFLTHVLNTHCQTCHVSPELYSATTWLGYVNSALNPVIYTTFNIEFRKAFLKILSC
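Cells plated overnight at 1500 cells/well, then exposed to library compounds with dopamine controls for 90 minutes at 37 degrees C. DiscoveRx reagent added for 30–60 minutes at room temperature; luminescence read, quantitative HTS format.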
MmCpn inh: Inhibitors of TCP-1 ring complex (TRiC) of Methanococcus maripaludis (MmCpn): qHTS. purified Mm-Cpn ATPase, ADP Transcreener TR-FRET. 330,000 compounds, 0.031% hits. Potency, µM (doses to about 76.9 µM), for inactives: at the top dose activity, negative = inhibition, usual class: inhibitors. Chaperonin Mm-Cpn (Methanococcus maripaludis); also: potency is read from the fitted curve at half-maximal effect; % is scaled to controls: 0 for no effect and ±100 for the full control effect; nearly all actives have a fitted effect of over 80% in size
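25 nM Mm-CPN + cpd, 10 min 37°C; + 10 uM ATP, 30 min 37°C; buffer 30 mM Tris pH 7.4, 100 mM KCl, 5 mM MgCl2, 1 mM DTT; Transcreener ADP HTRF detection 30 min RT.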
PTHR1 agonist: qHTS for PTHR1 Agonists: Primary Screen; Parathyroid hormone/parathyroid hormone-related peptide receptor (Homo sapiens), Q03431; HEK293 GP2 PTHR1 cells, GloSensor cAMP luminescence, 1 h; Potency, µM (top dose mostly 115 µM), without a hit: at the top dose activation, most hits filed as activators; 410,000 compounds, 0.075% hits; AID 743266, 2014; also: potency is read from the fitted curve at half-maximal effect; nearly all actives have a fitted effect of over 55% in size; some results filed as inactive show a strong effect at the top dose; inactives centre near -15; many of its hits are not listed in these tables
Target sequence (Q03431 whole entry, looked up): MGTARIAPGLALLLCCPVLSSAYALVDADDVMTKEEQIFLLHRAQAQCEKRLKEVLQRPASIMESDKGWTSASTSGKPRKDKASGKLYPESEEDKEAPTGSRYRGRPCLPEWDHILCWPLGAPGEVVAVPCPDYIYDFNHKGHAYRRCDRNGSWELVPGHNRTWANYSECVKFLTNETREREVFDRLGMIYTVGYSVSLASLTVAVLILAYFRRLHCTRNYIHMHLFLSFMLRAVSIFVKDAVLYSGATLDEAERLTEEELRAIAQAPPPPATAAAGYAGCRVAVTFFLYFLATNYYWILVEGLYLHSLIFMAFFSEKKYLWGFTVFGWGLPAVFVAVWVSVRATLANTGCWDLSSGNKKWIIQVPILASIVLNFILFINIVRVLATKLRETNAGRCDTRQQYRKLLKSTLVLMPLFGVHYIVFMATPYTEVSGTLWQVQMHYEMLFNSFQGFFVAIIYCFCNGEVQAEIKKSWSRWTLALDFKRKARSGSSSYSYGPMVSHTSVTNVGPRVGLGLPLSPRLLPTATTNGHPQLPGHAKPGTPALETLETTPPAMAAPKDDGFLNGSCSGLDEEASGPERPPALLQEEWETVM
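HEK-293-derived GP2 cells expressing PTHR1 and a GloSensor cAMP reporter, 3,000/well, plated overnight, given luciferin plus IBMX (each 0.5 mM as added) for 1 h at 37 °C, then compound for 1 h at 37 °C. Luminescence was read after 15 min at room temperature.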
CCT chaperon mod: High-Throughput Screening for Modulators of Cytosolic Chaperonin Activity. purified chaperonin ATPase assay, HTRF ADP detection, 30 min. activity change, % (no concentration beside the values), hits read low. 360,000 compounds, 0.3% hits. AID 651819, 2012; in the data active = activity change below about -30%; also: % is scaled to controls: 0 for no effect and ±100 for the full control effect
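We incubate TRiC, 40 or 20 nM final, with library compounds at 76 uM and 10 uM ATP for 30 min at 37 °C. ADP formed is detected with Transcreener HTRF reagents after 30 min at room temperature.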
EPAC2 antag: qHTS for Antagonist of cAMP-regulated guanine nucleotide exchange factor 2 (EPAC2): primary screen; Potency, µM (highest dose often 114 µM), for inactives: at the top dose activity, negative = inhibition, actives largely listed as inhibitors; 360,000 compounds, 0.18% hits; Rap guanine nucleotide exchange factor 4 (Homo sapiens), Q8WZA2; EPAC2 GEF exchange of Rap1B-BODIPY-GDP, fluorescence; also: potency is read from the fitted curve at half-maximal effect; % is scaled to controls: 0 for no effect and ±100 for the full control effect; nearly all actives have a fitted effect of over 45% in size; many of its hits are not listed in these tables
DRD3 agonist: qHTS of D3 Dopamine Receptor Agonist: qHTS | D(3) dopamine receptor (Homo sapiens), P35462 | D3R DiscoveRx beta-arrestin cells, luminescence, 90 min | max activation, % | 410,000 compounds, 0.58% hits | AID 652048, 2013; in the data active = max activation above about 30%; also: 0% is about no effect; mostly tested at two doses, the higher about 12 µM
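Agonist mode: compounds and dopamine controls were applied to plated cells for 90 min at 37 degrees C after an overnight attachment at 1500 cells/well. Luminescent read-out followed 30 - 60 minutes at room temperature with DiscoveRx detection reagent.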
pAkt inh: HTS Assay for Inhibitors of Akt Phophorylation: Primary Screen; Neuro2A IGF-stimulated pAkt S473 HTRF, 20 min; active compounds read low; activity change, % for hits at 50 µM; 360,000 compounds, 0.32% hits; AID 651550, 2012; in the data active = activity change below about -80%; inconclusive = mostly about -51% to -80%; also: % is scaled to controls: 0 for no effect and ±100 for the full control effect
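Neuro2A cells in DMEM with 0.5% FBS, overnight at 37 deg C, given compound at single 50 µM final, then IGF (6 nM final) for 20 min at 37 deg C. Lysed; phospho-Akt Ser473 by HTRF after 24 h, 665/615 ratio.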
EPAC2 ag: qHTS for Agonist of cAMP-regulated guanine nucleotide exchange factor 4 (EPAC2): primary screen; Rap guanine nucleotide exchange factor 4 (Homo sapiens), Q8WZA2; EPAC2 activation, biochemical qHTS; response scale: 100% = 6.5 mM cAMP response; Potency, µM (top dose mostly 154 µM), for inactives: at the highest dose activation, usual class: activators; 360,000 compounds, 0.079% hits; AID 720711, 2013; also: potency is read from the fitted curve at half-maximal effect; nearly all actives have a fitted effect of over 50% in size
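Nucleotide exchange monitored as fluorescence drop when BODIPY-GDP leaves Rap1B. Reaction: 100 nM EPAC2, 250 nM RAP1B-BODIPY-GDP, 50 uM GDP, room temperature, kinetic read over 30 min. Activity expressed relative to 6.5 mM cAMP.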
An asterisk follows results filed as active; i = inactive; ? = inconclusive; / = no result given; & = joins results of further samples; [ ] = dose if it differs, or a comment. Unless noted, calls follow the shape of the dose curve; as a rule, active = well fitted curve in the direction sought with a large enough effect; inconclusive = small, poorly fitted or top-dose-only effect, or another doubt; inactive = no such curve, though single readings can be large; an effect the other way counts as inactive or inconclusive. Some of the compounds tested; rates above refer to the full screens.

SMILES	DRD3 antagonist	MmCpn inh	PTHR1 agonist	CCT chaperon mod	EPAC2 antag	DRD3 agonist	pAkt inh	EPAC2 ag
CCC(C)c1ccccc1NC(=O)c1cccc(-n2cnnn2)c1 (configuration not stated)	7	0%	-11%	0.5	-2%	-2	i	5%
Cc1ccc(OCC(=O)Nc2cccc3nsnc23)c(C)c1	4	2%	i	-0.6	4%	0	i	9%
NC(=O)C1CCN(c2nc(-c3cccc(N)c3)cs2)CC1	/	2%&2%	-42%[inhibitor]	/	-6%	/	/	3%
COc1ccccc1CCNS(=O)(=O)c1cn(C)c(=O)n(C)c1=O	-13	-2%	i	-0.3	2%	-4	i	6%
COc1ccc(OC)c(NC(=O)Nc2nnc(N3CCC(C)CC3)s2)c1	-25	-1%	i	-1.1	22%	1	i	6%
O=[N+]([O-])c1ccc2[nH]c3c(c2c1)CCCC3O (configuration not stated)	-19	0%	i	-1.6	-6%	-7	i	14%
CC(C)c1nnc(N2C(=O)C(O)=C(C(=O)c3cccs3)C2c2ccccc2)s1 (configuration not stated)	-6	-10%	-25%	-1.8	0%	7	i	-12%
C/C(Cc1ccccc1)=N\NC(=O)CNC(=O)c1cccc(F)c1	8	0%	-19%	-2.1	6%	2	i	1%
CS(=O)(=O)N(Cc1ccccc1)c1ccc(C(=O)N2CCOCC2)cc1	-24	-1%	-10%	-2.3	3%	-5	i	11%
COc1ccc(NC(=O)c2sc(=O)n(Cc3ccc(SC)cc3)c2C)cc1OC	23	/	-50%[inhibitor]	0.4	-14%	0	i	8%
C[C@@H]1CN([C@@H](C)CO)C(=O)Cc2cc(NC(=O)Nc3cccc4ccccc34)ccc2O[C@@H]1CN(C)Cc1ccc(C(F)(F)F)cc1	-61*	-6%	-10%	-2.2	-17%	-33	i	-12%
COc1ccc(NC(=O)[C@H](C)NC(N)=O)cc1S(=O)(=O)Nc1cc(C)ccc1Br	-13	1%	i	-2.6	-5%	-1	i	-1%
CCC1CCCCN1Cc1nc2c(c(=O)n(C)c(=O)n2C)n1Cc1cccc2ccccc12 (configuration not stated)	20	0%	-24%	0.4	-3%	0	i	4%
COCCCNC(=O)CN(c1cc([N+](=O)[O-])ccc1OC)S(C)(=O)=O	7	0%	i	-2.8	1%	0	i	6%
CCc1ccc(CCC(=O)Nc2ccc(C(C)=O)cc2)o1	0	1%	-8%	-2.3	-10%	1	i	-12%
Cc1coc2c(C)c3oc(=O)c(CCC(=O)N(C)CC(=O)O)c(C)c3cc12	-3	-1%	-27%	-2.3	-1%	1	i	0%
CCOc1ccccc1N1CCN(C(=O)C2CSC3(C)CCC(=O)N23)CC1 (configuration not stated)	-13	0%	-3%	-2.6	2%	-20	i	-2%
O=C(Nc1cccc(C(=O)O)c1)/C(=C\c1ccc2c(c1)OCO2)NC(=O)c1ccc(Br)cc1	-6	-3%	39%	1.9	?	-6	i	-2%
CCN1CCN(C(=O)Cn2nc(-c3ccc(Cl)cc3)ccc2=O)CC1	-7	-1%	-7%	-2.8	0%	-25	i	13%
Cc1ccc(C)c(OCCn2c(=O)c3c(ncn3C3CCCC3)n(Cc3ccccc3)c2=O)c1	0	2%	-40%[inhibitor]	-1.3	-20%	-5	i	4%
Oc1ccc(NCc2ccccc2OCc2ccccc2F)cc1	10	-6%	-36%[inhibitor]	-1.2	-8%	-18&0	i	26%
Cc1ccccc1-c1ncc(CN2CCN(C3CCCC3)C(CCO)C2)cn1 (configuration not stated)	20	-8%	i	1.5	-1%	-13	i	4%
CCC1(c2ccccc2)NC(=O)N(CC(=O)Nc2cc(Cl)ccc2N2CCOCC2)C1=O (configuration not stated)	7	-7%	-21%	-0.4	0%	-24	i	20%
Cc1ccc(NC(=O)COC(=O)Cn2cnc3ccccc32)c(C)c1	28	1%	i	2.9	12%	1	i	-2%
Cc1c(CN(C)C)c2c(n1Cc1ccccc1)C(=O)c1ccccc1-2	?	-4%	16%[57.5 µM]	-5.3	-2%	-4	i	-4%
COc1cc(-c2nc3cccc(C)n3c2NCC2CCCO2)ccc1O (configuration not stated)	21	?	i	-0.5	-18%	0	i	-13%
Cc1ccc(C(=O)OCC(=O)NCc2ccc(Cl)cc2Cl)o1	22	0%	-38%[inhibitor]	0.0	-5%	-3	i	6%
COc1cc(C2CC(=O)Oc3cc(C)c(Br)c(C)c32)cc(OC)c1OC (configuration not stated)	6	0%	-11%	0.7	?	-19	i	13%
COC(=O)c1ccc(C(=O)OC)c(NC(=O)COC(=O)C23CC4CC(CC(O)(C4)C2)C3)c1	3	2%	-19%	-0.4	-4%	4	i	-5%
CCCn1c(O)c(C=Nc2ccccc2)sc1=S	9	1%	i	0.5	1%	4	i	-5%
CNC(=O)/C(C#N)=C\c1ccc(CNS(=O)(=O)c2ccc(Cl)cc2)o1	-7	-2%	i	-2.6	-3%	5	i	3%
CC1CCCC(C)N1C(=C(Cl)Cl)C(=C1SCCS1)[N+](=O)[O-] (configuration not stated)	-4	-1%	-26%	-0.1	-13%	7	i	3%
COc1cc(OC)cc(-c2nc3nc(C)c(CCC(=O)NCc4ccco4)c(C)n3n2)c1	18	3%	-1%[57.5 µM]	-1.6	-2%	-3	i	-1%
Cc1cc(=O)[nH]c(SCC(=O)N2CCCCC2)n1	-14	-4%	-17%	-1.2	3%	0	i	6%
CCC(C)NC(=O)CN1c2cccc3cccc(c23)S1(=O)=O (configuration not stated)	5	-2%	i	-0.6	-7%	-4	i	1%
CC(C)(C)c1ccc(-c2nnc(N)s2)cc1	3	-3%	-15%	0.0	3%	2	i	5%
CCOC(=O)C(Cc1c(F)cccc1Cl)c1ccnc2nc(N)nn12 (configuration not stated)	-2	3%	-9%	-0.6	-1%	3	i	7%
Cc1ccccc1NC(=O)c1cc(=O)c2ccccc2o1	-19	0%	i	-3.4	20%	2	-110%*	9%
CCn1nnnc1SCC(=O)c1ccc(NC(C)=O)cc1	8	2%	-3%[57.5 µM]	1.7	5%	-3	i	-1%
CCNC(=S)N(Cc1ccco1)Cc1cc2cc(OCC)ccc2[nH]c1=O	8	-2%	-93%[inhibitor]	0.6	-10%	2	i	7%
Cc1cccc(-c2nc3c(c(SCC(=O)N4CCOCC4)n2)COC(C)(C)C3)c1	19	-5%	i	1.0	0%	-10	i	1%
COc1cc(/C=C2/SC(N)=NC2=O)ccc1Oc1ccc([N+](=O)[O-])cc1[N+](=O)[O-]	-2	0%	i	-1.5	-1%	1	i	9%
CC1=C(C)CC(C(=O)N2CCN(Cc3ccccc3)CC2)C(C(=O)O)C1 (configuration not stated)	-28	0%	i	-5.6	-2%	-1	i	3%
Cc1ccc(NC(=O)C2CCCN(c3ncccn3)C2)cc1C (configuration not stated)	11	0%	-10%	-2.7	6%	2	i	0%
CCC(=O)NCc1cc(-c2nn(C)c(=O)c3ccccc23)ccc1C	25	1%	i	-1.2	-1%	-6	i	5%
CCOC(=O)c1sc(NC(=O)Nc2ccccc2Cl)cc1C	6	-17%	-17%	-0.8	0%	-30	i	7%

10 entries already listed, ordered by formula weight, high to low.
SMILES	DRD3 antagonist	MmCpn inh	PTHR1 agonist	CCT chaperon mod	EPAC2 antag	DRD3 agonist	pAkt inh	EPAC2 ag
COc1cc(/C=C2/SC(N)=NC2=O)ccc1Oc1ccc([N+](=O)[O-])cc1[N+](=O)[O-]	-2	0%	i	-1.5	-1%	1	i	9%
Cc1cccc(-c2nc3c(c(SCC(=O)N4CCOCC4)n2)COC(C)(C)C3)c1	19	-5%	i	1.0	0%	-10	i	1%
CC1=C(C)CC(C(=O)N2CCN(Cc3ccccc3)CC2)C(C(=O)O)C1 (configuration not stated)	-28	0%	i	-5.6	-2%	-1	i	3%
CCOC(=O)c1sc(NC(=O)Nc2ccccc2Cl)cc1C	6	-17%	-17%	-0.8	0%	-30	i	7%
CCC(C)NC(=O)CN1c2cccc3cccc(c23)S1(=O)=O (configuration not stated)	5	-2%	i	-0.6	-7%	-4	i	1%
Cc1ccc(NC(=O)C2CCCN(c3ncccn3)C2)cc1C (configuration not stated)	11	0%	-10%	-2.7	6%	2	i	0%
CCn1nnnc1SCC(=O)c1ccc(NC(C)=O)cc1	8	2%	-3%[57.5 µM]	1.7	5%	-3	i	-1%
Cc1ccccc1NC(=O)c1cc(=O)c2ccccc2o1	-19	0%	i	-3.4	20%	2	-110%*	9%
Cc1cc(=O)[nH]c(SCC(=O)N2CCCCC2)n1	-14	-4%	-17%	-1.2	3%	0	i	6%
CC(C)(C)c1ccc(-c2nnc(N)s2)cc1	3	-3%	-15%	0.0	3%	2	i	5%
